Source: PubChem
SENP1 inh = human SENP1 catalytic domain inhibitors, primary screen, biochemical, FRET, uHTS; AID 624204, 2012; inhibition, % at 10 µM; recombinant SENP1 catalytic domain, CyPet-SUMO1-YPet FRET cleavage; Sentrin-specific protease 1 (Homo sapiens), Q9P0U3; actives 0.21% (n = 360,000);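 active means inhibition at least 30% at 10 µM, raw YFP signal under a set limit, fluorescence ratio 0.5 to 1.5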;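 further: 0% = enzyme with DMSO and 100% = no enzyme wells; some results filed as inactive read as strong as hits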
Target sequence (Q9P0U3 419-644 limits assumed): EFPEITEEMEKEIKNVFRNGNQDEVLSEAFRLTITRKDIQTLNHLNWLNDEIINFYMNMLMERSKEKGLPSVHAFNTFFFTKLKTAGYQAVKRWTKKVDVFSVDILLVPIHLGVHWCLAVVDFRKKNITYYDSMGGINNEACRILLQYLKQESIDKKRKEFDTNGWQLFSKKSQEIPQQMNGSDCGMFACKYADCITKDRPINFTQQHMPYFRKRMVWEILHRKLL
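Material – human SENP1 catalytic domain · Input – SENP1 enzyme, 20 pM final · Compound dosing – single concentration of 10 µM compound, 0.5% DMSO final · Timing – enzyme reaction for 50 min at room temperature, dark · Measured by – FRET fluorescence in CFP and YFP emission channels · Control set – no-enzyme wells low, DMSO-plus-enzyme wells high control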
SENP8 block-1 = SENP8 protease inhibitors, primary screen, biochemical, luminescence | inhibition, % at 10 µM | actives 1.2% (n = 330,000) | AID 2540, 2010 | purified SENP8, Z-RLRGG-aminoluciferin cleavage; in the data active means inhibition above about 50%
Target sequence (Q96LD8 whole entry, looked up): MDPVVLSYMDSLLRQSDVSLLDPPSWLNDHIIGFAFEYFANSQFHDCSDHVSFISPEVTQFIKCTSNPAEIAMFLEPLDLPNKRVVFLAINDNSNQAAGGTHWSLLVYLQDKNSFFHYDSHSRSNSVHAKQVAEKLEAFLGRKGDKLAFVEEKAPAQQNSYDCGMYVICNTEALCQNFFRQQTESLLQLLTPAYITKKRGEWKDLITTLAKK
SENP6 block = SENP6 protease inhibitors, primary screen, biochemical, luminescence, uHTS; Sentrin-specific protease 6 (Homo sapiens), Q9GZR1; Recombinant SENP6 catalytic domain, aminoluciferin luminescence; inhibition, % at 10 µM; actives 1.8% (n = 330,000);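 active means inhibition above about 50% at the single tested dose, limit read from the data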;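 further: plate controls were DMSO wells with enzyme for no effect and DMSO wells lacking enzyme for full effect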
HKDC1 inhibitor = HKDC1 hexokinase inhibitors, primary screen, biochemical, fluorescence, uHTS; Q2TB90; recombinant HKDC1, G6PDH/diaphorase resazurin coupled fluorescence; inhibition, % at 20 µM; actives 0.16% (n = 340,000); AID 493160, 2011;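 active means inhibition above about 35% when tested at 20 µM, limit read from the data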;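 further: plate controls were DMSO wells with enzyme for no effect and DMSO wells lacking enzyme for full effect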
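Assay system – recombinant HKDC1 (HK5) hexokinase enzyme, produced in-house · Input – HKDC1 at 5 µg/mL · Reagent – glucose plus 1 mM ATP as hexokinase substrates · Timing – 90 min reaction incubation at room temperature, dark · Measured by – G6PDH/diaphorase-coupled fluorescence, 1 mM NADP, 100 µM resazurin, 525/613 nm · Benchmarks – DMSO-enzyme wells negative, buffer-substituted wells positive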
PfGluPho inh = PfG6PD enzyme inhibitors, primary screen, biochemical, fluorescence intensity, uHTS. PfGluPho enzyme, NADPH resazurin-diaphorase fluorescence. AID 504690, 2011. inhibition, % at 20 µM. actives 0.78% (n = 350,000);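 active means inhibition reaching at least a set limit at 20 µM in the primary screen, cut at about 59% in these data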;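 further: 0% = DMSO wells with substrate and 100% = DMSO wells lacking glucose-6-phosphate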
SENP8 block-2 = human SENP8 protease inhibitors, primary screen, biochemical, fluorescence, Nedd8 protein substrate, uHTS. recombinant SENP8. inhibition, % at 20 µM. actives 0.64% (n = 360,000). AID 602440, 2012; in the data active means inhibition mostly above about 40%, no sharp cut-off; inactive means mostly below about 27%
SENP7 block = SENP7 protease inhibitors, primary screen, biochemical, luminescence, uHTS; actives 1.5% (n = 330,000); inhibition, % at 5 µM; recombinant SENP7, Z-RLRGG-aminoluciferin luminescence, 40 min; Sentrin-specific protease 7 (Homo sapiens), Q9BQF6;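 active means inhibition above about 50% at the single test dose, limit read from the data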;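 further: plate controls were DMSO with enzyme for no effect and no enzyme buffer wells for full effect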
Target sequence (Q9BQF6 706-1050 limits assumed): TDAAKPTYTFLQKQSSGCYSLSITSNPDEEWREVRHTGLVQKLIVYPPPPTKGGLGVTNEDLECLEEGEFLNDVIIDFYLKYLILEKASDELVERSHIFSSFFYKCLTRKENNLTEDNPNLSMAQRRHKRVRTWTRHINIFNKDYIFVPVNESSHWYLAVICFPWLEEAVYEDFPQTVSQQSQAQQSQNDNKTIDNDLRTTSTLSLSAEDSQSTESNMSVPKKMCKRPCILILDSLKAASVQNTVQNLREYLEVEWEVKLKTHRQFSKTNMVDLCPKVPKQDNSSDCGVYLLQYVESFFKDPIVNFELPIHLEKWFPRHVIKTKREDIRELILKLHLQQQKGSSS
Apaf-1 inh = inhibitors of human Apaf-1 apoptosome, primary screen, biochemical, DEVD-Rh110 fluorescence, uHTS | Apoptotic protease-activating factor 1 (Homo sapiens), O14727 | reconstituted apoptosome caspase-3 activity | inhibition, % at 20 µM | actives 0.71% (n = 330,000); active means inhibition of at least 40% at 20 µM;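 further: plate controls were DMSO wells for no effect and DEVD-CHO caspase inhibitor wells for full effect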
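System: Apoptosome proteins | Medium: Hepes pH 7.5 with detergent and BSA | Also added: Cytochrome c trigger plus (Z-DEVD)2-Rh110 caspase-3 substrate | Incubation: 30 min compound preincubation, 50 min activation, room temperature | Detection: Rhodamine 110 fluorescence at Ex 480/Em 540 nm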
NALP3 yeast inh = NALP3 inflammasome inhibitors in reconstituted yeast, primary screen, luminescence, uHTS; Yeast reconstituted NLRP3/ASC/caspase-1, beta-gal luminescence, 24 h; inhibition, % at 10 µM; actives 0.39% (n = 330,000);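 active means inhibition of 50% or more; inactive means inhibition below 50%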;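 further: plate controls were induced DMSO wells for no effect and uninduced yeast grown without galactose for full effect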
* hit, by the source's call; nt = not tested or not shown.

| smiles | SENP1 inh | SENP8 block-1 | SENP6 block | HKDC1 inhibitor | PfGluPho inh | SENP8 block-2 | SENP7 block | Apaf-1 inh | NALP3 yeast inh |
| --- | --- | --- | --- | --- | --- | --- | --- | --- | --- |
| CCN(Cc1ccccc1)c1ccc(/C=C(\C#N)c2ccccn2)cc1 | -25.6 | 6.9 | 43.4 | 2.5 | 2.6 | 4.5 | 34.7 | 14.2 | 13.9 |
| CCCCn1c(=N)n(CC(=O)C(C)(C)C)c2ccccc21 | 0.0 | 6.6 | -17.1 | 2.1 | -12.0 | 33.8 | -2.3 | 1.3 | 5.0 |
| Cc1cccc(N(Cc2ccccc2)C(=O)c2cc(S(=O)(=O)N3CCOCC3)ccc2Cl)c1 | 0.9 | -0.6 | -2.3 | 2.5 | -4.5 | 12.8 | 2.8 | 22.3 | 15.7 |
| O=[N+]([O-])c1ccc(N2CCN(CCO)CC2)cc1NCc1ccco1 | 4.2 | 1.3 | 1.6 | -4.9 | 6.4 | 23.3 | -3.8 | -5.3 | 4.1 |
| CC(C)NC(=O)Cn1nc(C(F)(F)F)c2c1CCC2 | 1.9 | -0.8 | 3.0 | -1.1 | -1.9 | 7.1 | 11.5 | 1.7 | 7.7 |
| CC(C)CCC(CC(C)O)c1n[nH]c(=S)n1-c1ccccc1 (stereo not drawn) | 1.0 | -3.3 | -12.5 | -13.6 | 41.1 | 14.3 | 5.8 | -2.1 | 10.2 |
| COc1ccc(-c2cc(=O)oc3cc(OC(C)C(=O)NCC4CCC(C(=O)O)CC4)ccc23)cc1 (stereo not drawn) | -2.9 | -1.6 | 2.0 | 15.4 | -14.6 | -5.7 | -1.7 | 3.0 | 0.8 |
| c1cnc(N2CCN(Cc3ccc4c(c3)OCO4)CC2)cn1 | 0.4 | -10.3 | -1.4 | -5.0 | -1.2 | -76.8 | -4.3 | -6.0 | 4.0 |
| COc1ccc(/C=C/C(=O)OCC(=O)Nc2cc(C(F)(F)F)ccc2Cl)cc1 | 1.9 | -0.6 | 4.6 | -9.2 | 1.8 | -9.0 | 9.2 | -5.7 | 2.8 |
| COc1ccccc1S(=O)(=O)c1ccccc1[N+](=O)[O-] | 4.0 | 0.8 | 0.5 | -5.9 | 27.4 | 14.4 | 8.3 | -15.8 | -29.8 |
| CCOc1ccc(OCc2ccc(C(=O)N3CCOCC3)cc2)cc1 | 4.1 | 10.7 | -12.2 | -3.1 | -3.8 | 5.2 | 6.4 | 10.0 | 28.8 |
| Cc1ccc(C)c(S(=O)(=O)N2CCCC2CNC(=O)C(=O)NCCN2CCOCC2)c1 (stereo not drawn) | -1.1 | 4.5 | -14.1 | -5.5 | -1.6 | 3.7 | -3.2 | -2.4 | -4.3 |
| OCCN(Cc1ccccc1)c1ncnc2sccc12 | -108.5 | 1.5 | 5.9 | -8.0 | -6.0 | -14.6 | 9.4 | 3.4 | 36.8 |
| O=C(COc1ccccc1Cl)NC(=S)Nc1cccc(NC(=O)c2ccccc2Cl)c1 | 0.3 | -3.0 | 4.8 | -9.8 | 3.9 | 7.9 | -4.6 | -7.3 | 17.0 |
| CN1CN(C)C(c2ccncc2)=C1c1ccncc1 | 3.0 | -3.4 | 0.2 | -7.9 | -12.5 | 16.8 | 1.9 | 3.9 | -4.9 |
| CC(C)N1C(=O)CCC1C(=O)NCc1ccco1 (stereo not drawn) | -1.2 | 5.7 | -2.9 | -5.4 | -12.0 | 6.3 | 15.8 | -8.2 | -4.2 |
| COc1ccc(S(=O)(=O)Cc2ccc(C(=O)NC3CCC(C)CC3)o2)cc1 (stereo not drawn) | 1.9 | -7.5 | -2.7 | -2.2 | 8.3 | 3.8 | 2.7 | 3.6 | 3.7 |
| COc1cc(C(=O)NC(=S)Nc2ccc([N+](=O)[O-])cc2C)cc(OC)c1OC | -6.8 | 0.5 | 4.4 | -9.8 | -3.1 | 18.1 | 0.4 | 5.2 | 11.7 |
| O=C(NCc1ccncc1)C(=O)NCC1OCCN1S(=O)(=O)c1ccc(Br)cc1 (stereo not drawn) | -0.9 | 3.3 | -2.6 | 0.1 | -10.9 | -1.1 | -5.0 | -5.0 | 0.2 |
| C=C(C)CNC(=S)N1CCN(C(c2ccccc2)c2ccccc2)CC1 | 1.1 | -6.4 | -41.7 | -4.8 | -3.2 | 9.0 | -2.4 | 13.4 | 28.1 |
| COc1ccc(CNC(=S)NCc2ccc(OC)cc2)cc1 | -0.8 | 8.7 | 3.7 | 12.7 | -17.3 | 16.0 | -5.8 | 5.6 | 24.4 |
| CCCc1cc(C(=O)N2CCCC(C(=O)c3ccc(Cl)cc3)C2)n(C)n1 (stereo not drawn) | 1.9 | 1.1 | -2.7 | 4.5 | -12.8 | 0.7 | -0.6 | 7.2 | 14.9 |
| O=[N+]([O-])c1cccc(S(=O)(=O)Nc2ccc(-c3ccc(N4CCCC4)nn3)cc2)c1 | -0.2 | 4.5 | 2.8 | 10.6 | 0.8 | 11.5 | 2.2 | 15.0 | -1.0 |
| CC(C)(C)c1nc2sc3c(c2c(=O)o1)CCCC3 | 1.6 | -4.7 | -8.0 | 0.2 | 0.2 | 21.3 | 9.6 | 4.3 | -2.5 |
| S=C(NC1CCCCC1)NC1CC2CCC(C1)N2Cc1ccccc1 (stereo not drawn) | 2.0 | -0.8 | -3.7 | -6.3 | -3.3 | 10.0 | -2.5 | 2.8 | 13.0 |
| c1cncc(-c2nnc(-c3cccnc3)nn2)c1 | 2.0 | -0.4 | 6.3 | 12.2 | 77.4* | 11.8 | 7.6 | 3.7 | -13.9 |
| CC1Cc2ccccc2N1C(=O)COC(=O)c1ccc(Cl)nc1 (stereo not drawn) | -1.8 | -0.7 | -2.9 | -3.0 | 12.5 | 14.7 | 2.3 | -2.5 | 10.3 |
| CC(C)Cc1n[nH]c(=O)[nH]1 | 1.7 | 8.0 | -1.2 | -5.0 | -4.7 | 13.7 | -5.4 | -8.9 | 14.8 |
| Cc1c(Cl)c(C(F)F)nn1CC(=O)NC1C(=O)N2C(C(=O)O)=C(CSc3nnnn3C)CSC12 (stereo not drawn) | -1.7 | nt | nt | -9.8 | 11.2 | -9.4 | nt | nt | nt |
| O=C(NC(=O)N1CCN(c2ccc(F)cc2)CC1)c1ccccc1 | 2.1 | 0.9 | 2.8 | -8.2 | 0.8 | 7.0 | -3.8 | -13.2 | 1.1 |
| Cc1ccc(-c2nnc(NC3CCCC3)s2)cc1 | -0.3 | 11.1 | 5.4 | 1.1 | 20.4 | -45.7 | 27.2 | 21.9 | 47.3 |
| COc1ccc(CN2CCC(Cc3ccccc3)CC2)c(C)c1C | 2.2 | -2.5 | 6.4 | -3.5 | -1.3 | 13.3 | -0.7 | 12.5 | 23.4 |

Complete entries from above. Values in the order: SENP1 inh, SENP8 block-1, SENP6 block, HKDC1 inhibitor, PfGluPho inh, SENP8 block-2, SENP7 block, Apaf-1 inh, NALP3 yeast inh
Listed for c1cncc(-c2nnc(-c3cccnc3)nn2)c1 → 2.0, -0.4, 6.3, 12.2, 77.4*, 11.8, 7.6, 3.7, -13.9
Listed for Cc1c(Cl)c(C(F)F)nn1CC(=O)NC1C(=O)N2C(C(=O)O)=C(CSc3nnnn3C)CSC12 (stereo not drawn) → -1.7, nt, nt, -9.8, 11.2, -9.4, nt, nt, nt
Listed for CC(C)Cc1n[nH]c(=O)[nH]1 → 1.7, 8.0, -1.2, -5.0, -4.7, 13.7, -5.4, -8.9, 14.8

Next entries
| smiles | SENP1 inh | SENP8 block-1 | SENP6 block | HKDC1 inhibitor | PfGluPho inh | SENP8 block-2 | SENP7 block | Apaf-1 inh | NALP3 yeast inh |
| --- | --- | --- | --- | --- | --- | --- | --- | --- | --- |
| CCn1c(=O)c(=O)[nH]c2cc(C(=O)Nc3ccc(S(=O)(=O)N4CCCC4)cc3)ccc21 | -3.3 | 0.2 | 0.4 | 8.9 | -2.6 | -198.8 | 2.5 | 3.7 | 0.9 |
| CC(C)CN1CCN=C1N(C)C | 3.0 | -10.9 | 4.9 | -7.8 | 1.3 | 2.9 | 0.7 | -10.6 | 19.9 |
| O=C(NCCc1c[nH]c2ccccc12)c1cc([N+](=O)[O-])cc([N+](=O)[O-])c1 | 1.2 | 6.6 | -7.1 | -4.8 | 17.7 | 19.6 | 6.8 | 4.7 | 20.3 |
| O=S(=O)(NCc1ccccc1)c1cccc2cccnc12 | 2.5 | -3.5 | -14.7 | -5.2 | 23.0 | 3.1 | -0.1 | 5.9 | 9.9 |
| CCCCNc1c2c3c(cccc3n(C)c1=O)C(=O)c1ccccc1-2 | -20.9 | -12.1 | 14.8 | -4.5 | 12.8 | -247.8 | 13.2 | 9.0 | 22.4 |
| CC(=O)c1ccc(OCC(=O)Nc2cccc(C(=O)Nc3c(C)n(C)n(-c4ccccc4)c3=O)c2)cc1 | -0.9 | nt | nt | -1.9 | 3.5 | 6.2 | nt | nt | nt |
| O=C(Nc1ccccc1N1CCCCC1)c1ccc(Cl)c([N+](=O)[O-])c1 | 1.6 | -11.2 | -32.5 | -5.2 | -3.4 | 21.3 | -4.2 | 16.3 | 23.2 |
| COC(=O)c1ccc(CN2C(=O)NC(Cc3c[nH]c4ccccc34)C2=O)cc1 (stereo not drawn) | 5.9 | 3.7 | 16.4 | -7.1 | 13.8 | 1.7 | 3.8 | -6.7 | 19.6 |
| CCOc1ccccc1C(=O)OCC(=O)NCC1CCCCC1 | 0.1 | 2.4 | -5.6 | -5.5 | 2.1 | 9.2 | -0.4 | 6.3 | 7.2 |
| COc1ccc(Oc2c(-c3ccc(O)cc3O)n[nH]c2C)cc1 | 2.9 | 1.6 | -2.7 | -4.0 | -48.5 | 7.6 | -2.8 | 5.1 | 10.5 |
| Fc1ccc(Nc2nc(-c3ccncc3)nc3ccccc23)cc1F | 1.4 | 2.6 | -7.4 | -2.5 | 0.8 | -253.3 | 6.3 | 9.3 | 17.4 |
| Cc1cc(OC(C)C(=O)NCC2CCC(C(=O)O)CC2)c2c(C)cc(=O)oc2c1 (stereo not drawn) | 1.5 | -5.3 | -7.7 | 3.5 | -10.8 | -195.1 | -0.1 | -0.3 | 10.7 |
| CCOc1ccc(NC(=O)CN(C)C(=O)CCC2CCCCC2)cc1OCC | 1.2 | -15.5 | -3.9 | -2.4 | 15.1 | 5.4 | -3.5 | 7.4 | 9.4 |
| O=C(/C=C/c1cccnc1)c1ccc(F)c(F)c1 | 1.5 | -9.8 | -5.0 | 6.9 | 8.5 | 5.0 | -7.6 | 2.6 | 21.1 |
| CCCOc1cccc(C2C(C(=O)c3cccs3)=C(O)C(=O)N2Cc2cccnc2)c1 (stereo not drawn) | 3.4 | 2.9 | -3.5 | 2.5 | 3.7 | -1.5 | -1.5 | -38.2 | 11.9 |
